sEH activator: increases human soluble epoxide hydrolase activity. P34913. actives 0.04% (n = 91,000). activation, % at 2 µM. purified human sEH enzymatic activity, activator screen. AID 717; in the data active means activation above about 37%; further: values of inactives mirror those of a sister screen read the other way
Target sequence (P34913 whole entry, looked up): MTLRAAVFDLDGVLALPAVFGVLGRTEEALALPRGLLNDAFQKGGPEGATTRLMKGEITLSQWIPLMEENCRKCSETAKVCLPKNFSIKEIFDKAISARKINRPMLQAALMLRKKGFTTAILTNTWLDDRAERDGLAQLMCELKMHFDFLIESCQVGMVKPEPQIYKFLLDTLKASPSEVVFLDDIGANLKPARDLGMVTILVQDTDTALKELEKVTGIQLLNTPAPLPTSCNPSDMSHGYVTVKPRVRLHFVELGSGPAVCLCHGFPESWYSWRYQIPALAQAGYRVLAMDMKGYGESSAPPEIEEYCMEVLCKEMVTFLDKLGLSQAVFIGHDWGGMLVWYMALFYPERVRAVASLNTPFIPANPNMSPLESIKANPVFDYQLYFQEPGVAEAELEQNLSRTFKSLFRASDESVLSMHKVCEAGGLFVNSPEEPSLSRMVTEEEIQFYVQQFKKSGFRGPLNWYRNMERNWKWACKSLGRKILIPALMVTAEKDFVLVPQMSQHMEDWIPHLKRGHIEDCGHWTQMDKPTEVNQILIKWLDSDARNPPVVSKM
Smad3 FoxH1 inh: blocks human Smad3 binding to FoxH1 peptide; P84022; TR-FRET Smad3/Dy647-FoxH1 peptide binding, europium anti-His; inhibition, % at 25 µM; actives 0.29% (n = 88,000);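 active means compounds that reduce the energy-transfer binding signal between the protein and its labelled peptide by more than half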;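 further: 0% = Smad3 plus labelled peptide maximal FRET and 100% = peptide-only background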
Candida biofilm: kills Candida albicans biofilms; C. albicans biofilm + clotrimazole, Alamar Blue; inhibition, % at 6 µM; actives 0.14% (n = 85,000); AID 834;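 active means inhibition above 20%; inactive means inhibition below 20%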;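 further: preformed 24 hr biofilms exposed to compound for 48 hr; 0% = biofilm without compound and 100% = blank killed by clotrimazole plus chlorhexidine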
cytoskel mod: cytoskeleton assembly modification | actives 0.18% (n = 91,000) | inhibition, % at 2 µM | HUVEC TNFa F-actin phalloidin imaging, high content;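 active means inhibition above the batch mean plus 3 SD and confirmed as a hit by visual image inspection, cut at about 30% in these data, passing the limit was not always enough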; further: strong numbers were not always called active
HUVEC tox IL1B: HUVEC cytotoxicity counter-screen, IL-1B stimulated; AID 845; HUVEC cell count loss, Hoechst imaging; actives 0.41% (n = 94,000); cell count reduction, % at 2 µM;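 active means cell count reduction more than 3 SD above the screen-wide mean, cut at about 70% in these data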;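 further: normalized per plate to untreated control cells as the no-loss baseline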
VCAM1 TNFa inh: reduces TNF alpha induced VCAM1 expression in HUVEC; HUVEC TNFa-induced VCAM-1 immunofluorescence, high-content imaging; inhibition, % at 2 µM; actives 0.48% (n = 95,000); AID 802;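 active means inhibition above the batch mean plus 3 SD, with images confirmed as a hit by eye, cut at about 37% in these data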;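 further: 0% = TNF-stimulated DMSO wells and 100% = unstimulated control wells; not every result past the cut was called active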
sEH inhibitor: blocks human soluble epoxide hydrolase activity; recombinant human sEH enzymatic activity assay; inhibition, % at 2 µM; actives 0.34% (n = 91,000); in the data active means inhibition above about 80%; further: values of inactives mirror those of a sister screen read the other way; many of its hits are not listed in these tables
ERb SRC1 inh: blocks coactivator binding to human estrogen receptor beta. Q92731. TR-FRET ER-beta LBD / SRC1-Cy5 peptide binding; receptor agonist-loaded with 1 µM estradiol. inhibition, % at 25.6 µM. actives 1.3% (n = 86,000);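 active means compounds whose percent inhibition of the receptor-coactivator binding signal exceeds about 50% in the single-dose screen, limit read from the data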;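 further: 0% = receptor plus peptide wells without compound and 100% = peptide-only wells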
Target sequence (Q92731 whole entry, looked up, the tested form may be a part): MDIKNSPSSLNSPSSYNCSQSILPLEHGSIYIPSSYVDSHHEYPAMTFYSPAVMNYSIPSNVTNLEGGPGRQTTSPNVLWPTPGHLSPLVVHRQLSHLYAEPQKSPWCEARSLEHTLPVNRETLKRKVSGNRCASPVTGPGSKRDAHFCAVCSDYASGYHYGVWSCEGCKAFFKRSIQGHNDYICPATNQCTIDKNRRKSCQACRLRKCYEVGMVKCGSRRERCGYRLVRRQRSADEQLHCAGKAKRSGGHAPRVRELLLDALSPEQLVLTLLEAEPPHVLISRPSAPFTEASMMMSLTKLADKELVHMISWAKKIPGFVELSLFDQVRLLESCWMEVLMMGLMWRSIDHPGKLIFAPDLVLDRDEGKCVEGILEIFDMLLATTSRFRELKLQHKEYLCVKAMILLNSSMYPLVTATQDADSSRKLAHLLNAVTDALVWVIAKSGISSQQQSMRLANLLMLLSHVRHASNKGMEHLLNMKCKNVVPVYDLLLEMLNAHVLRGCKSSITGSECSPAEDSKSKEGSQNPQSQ
HUVEC tox TNFa: toxic to HUVEC cells under TNF alpha stimulation. HUVEC TNFalpha-stimulated, Hoechst cell count, imaging. cell count reduction, % at 2 µM. actives 0.17% (n = 93,000);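 active means cell count reduction exceeding the screen mean by over 5 SD, scaled to untreated wells per plate, cut at about 78% in these data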;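 further: cells counted after 24 h of TNF alpha exposure following the 1 h pretreatment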
* hit, by the source's call; x = no result given; [ ] = dose if it differs, or a comment.

SMILES	sEH activator	Smad3 FoxH1 inh	Candida biofilm	cytoskel mod	HUVEC tox IL1B	VCAM1 TNFa inh	sEH inhibitor	ERb SRC1 inh	HUVEC tox TNFa
O=C(c1cc(-c2ccncc2)nc2ccccc12)N1CCN(S(=O)(=O)/C=C/c2ccccc2)CC1	18.3	-6.2	11.4	-17.2	6.2	-1.2	-16.9	12.2[fluorescence artefact?]	21.4
CC(=O)N1N=C(c2ccc(C)o2)CC1c1ccc(Br)cc1 (stereo unspecified)	9.2	x	x	26.0	0.7	-1.6	-6.3	x	-3.1
CCOc1ccc(NC(=O)c2ccccc2NS(C)(=O)=O)cc1	-5.2	3.0	3.9	-21.5	-10.3	18.1	8.1	-7.2	-3.2
Oc1ccc(N=Cc2ccc(-c3cccs3)s2)cc1	x	11.6	5.3	7.9	1.6	23.4	x	62.5*[fluorescence artefact?]	-18.1
O=S(=O)(c1ccc(OCC(O)CN2CCN(c3ccc(F)cc3)CC2)cc1)N1CCOCC1 (stereo unspecified)	-11.8	1.7	-3.1	23.6	-9.9	-7.4	10.6	9.6	-2.5
O=C(CSc1nnc(-c2ccc(Br)o2)n1Cc1ccccc1)c1ccccc1F	0.8	-4.3	0.1	3.8	-57.9	-6.6	-2.8	4.6	-5.5
CCOP(=O)(O)c1ccccc1OCCOc1ccccc1P(=O)(O)OCC	1.8	0.3	2.6	x	-7.5	1.9	-6.3	-1.6[fluorescence artefact?]	-0.8
NC1=NC2(CCC(c3ccccc3)CC2)n2c(nc3ccccc32)N1 (stereo unspecified)	0.3	17.6[fluorescence artefact?]	6.7	9.4	12.5	4.6	-0.8	-14.1[fluorescence artefact?]	-42.5
COc1ccc(-c2cn3c(C)c(C(=O)Nc4cccc(NC(C)=O)c4)sc3n2)cc1	3.3	-2.1	8.2	17.5	-9.9	1.6	-5.3	21.1	-30.7
Cc1ccc(CN2CC(C(=O)Nc3ccc(S(=O)(=O)Nc4cc(C)nc(C)n4)cc3)CC2=O)cc1 (stereo unspecified)	7.3	3.7	6.0	0.6	13.7	-12.5	-7.1	11.2	-14.0
CCCN(CC(=O)Nc1c(C)cccc1CC)C(=O)SCC	7.7	x	x	-3.2	5.6	10.1	-4.4	x	-4.8
Cc1ccc(SCC(=O)N(Cc2nc(-c3ccccc3)no2)C(C)C)cc1	-6.9	-8.2	1.9	0.6	-1.3	1.0	7.4	-5.1	-27.0
CC(C)N1C(=O)CC2(CC[N+](C)(CCOC(=O)C(c3ccccc3)c3ccccc3)CC2)C1=O (stereo unspecified)	-2.6	x	x	3.9	-2.2	28.4	4.7	x	11.4
COc1cccc(-c2nc(N3CCCCC3C)c3ccccc3n2)c1O (stereo unspecified)	3.7	-10.1	3.9	50.0	-6.3	22.0	-4.8	16.0[fluorescence artefact?]	-23.7
O=C(N/N=C/C=C/c1ccc2c(c1)OCO2)c1ccc([N+](=O)[O-])cc1	-7.0	x	x	0.2	-0.7	-10.1	6.8	x	8.6
O=C(COc1ccccc1Cl)N1CCN(c2ncccn2)CC1	2.9	-11.3[fluorescence artefact?]	-2.2	-6.1	3.8	-7.0	-3.4	-1.2	-5.3
C=CCn1c(SCc2cc(=O)n3ccsc3n2)nnc1C1CCCCC1	14.4	1.2	-0.6	-5.4	5.0	-8.0	-14.2	55.5*[fluorescence artefact?]	17.2
C=CCn1c(NC(=O)c2ccc(C)cc2)c(C#N)sc1=N	-4.9	16.9[fluorescence artefact?]	4.2	-8.4	26.8	-3.4	1.9	-20.2	-9.6
N#CCC1c2ccccc2CCN1C(=O)Nc1ccc(C(F)(F)F)cc1 (stereo unspecified)	-77.3	x	x	-1.8	27.4	-8.3	77.0	x	-2.7
Brc1ccc(-c2nnc(-c3ccc4c(c3)OCO4)o2)o1	-2.3	4.1	2.9	-12.3	-6.9	19.4	0.5	3.2	-11.3
COc1ccc(C(C)(C)C)cc1NC(=O)c1cncc(Br)c1	13.9	-11.3	10.7	-12.5	-3.1	10.7	-12.6	-2.0[fluorescence artefact?]	10.7
Cc1ccc(OCc2ccc(C(=O)N3CCOCC3)cc2)cc1C	-0.7	7.5	6.2	16.4	8.1	5.1	4.5	-12.2	-30.4
CCCCNC(=O)Nc1nnc(-c2ccc(Cl)cc2)o1	-3.3	-8.8	1.6	-38.5	2.4	-1.2	-2.4	-3.5	-19.6
CCN1CCN(C(=S)c2ccc(Cl)cc2)CC1	0.5	-3.3	6.2	x	-8.1	0.7	-2.4	-23.1	-5.3
Cc1cc2oc(C(=O)NC3CCS(=O)(=O)C3)c(C)c2cc1C (stereo unspecified)	-0.4	-2.1	-0.7	-9.4	13.2	5.8	1.0	-8.6	12.8
O=C1CCC(=O)N1CN(Cc1ccco1)CN1C(=O)CCC1=O	-4.5	-2.1	3.7	13.9	-64.0	-3.1	7.6	1.9	-9.0
FC(F)(F)c1cc(C(F)(F)F)c2ccc(N3CCN(c4ccccc4)CC3)nc2n1	-4.4	x	x	-2.1	-14.9	11.8	2.0	x	-20.2
Cc1ccc(NC(=O)c2csnn2)c(C)c1	-5.9	1.7	1.2	5.7	-8.6	-48.0	8.1	-6.6	x
O=C(COC(=O)c1ccc(NS(=O)(=O)c2ccc3c(c2)OCCO3)cc1)NCC1CCCO1 (stereo unspecified)	-13.4	16.9[fluorescence artefact?]	5.5	4.3	4.8	14.7	12.9	1.5	15.9
Cc1cc(C)c(S(=O)(=O)N2CCN=C2c2ccccc2)cc1C	5.2	8.9	3.3	7.0	1.2	-3.8	-3.1	-7.3	-38.9

Single entries from the list:
`Brc1ccc(-c2nnc(-c3ccc4c(c3)OCO4)o2)o1` – Candida biofilm = 2.9
`O=C(COc1ccccc1Cl)N1CCN(c2ncccn2)CC1` – Candida biofilm = -2.2
`Cc1ccc(NC(=O)c2csnn2)c(C)c1` – sEH activator = -5.9

Full records as entered above:
Cc1cc2oc(C(=O)NC3CCS(=O)(=O)C3)c(C)c2cc1C (stereo unspecified) in the list: sEH activator: -0.4; Smad3 FoxH1 inh: -2.1; Candida biofilm: -0.7; cytoskel mod: -9.4; HUVEC tox IL1B: 13.2; VCAM1 TNFa inh: 5.8; sEH inhibitor: 1.0; ERb SRC1 inh: -8.6; HUVEC tox TNFa: 12.8
Brc1ccc(-c2nnc(-c3ccc4c(c3)OCO4)o2)o1 in the list: sEH activator: -2.3; Smad3 FoxH1 inh: 4.1; Candida biofilm: 2.9; cytoskel mod: -12.3; HUVEC tox IL1B: -6.9; VCAM1 TNFa inh: 19.4; sEH inhibitor: 0.5; ERb SRC1 inh: 3.2; HUVEC tox TNFa: -11.3

Additional records follow:
SMILES	sEH activator	Smad3 FoxH1 inh	Candida biofilm	cytoskel mod	HUVEC tox IL1B	VCAM1 TNFa inh	sEH inhibitor	ERb SRC1 inh	HUVEC tox TNFa
CCOC(=O)CN1NC2(CCC(C)CC2)NC1=S (stereo unspecified)	-6.0	18.6[fluorescence artefact?]	7.5	-4.3	-15.9	16.4	6.7	-7.4	-11.4
COc1ccc(NC(=O)c2cccc(NC(=O)C3C4CC5OC(=O)C3C5C4)c2)c(OC)c1 (stereo unspecified)	-1.7	-3.1	-1.6	-3.0	-26.1	4.7	1.8	-1.8	-1.5
Cc1ccc(Sc2oc(/C=N/n3cnnc3)cc2Br)cc1	-13.5	0.8	6.9	10.8	-2.6	23.5	13.9	-3.0[fluorescence artefact?]	-1.2
CC[n+]1c(P(=O)([O-])c2ccccc2)[nH]c2ccccc21	-7.4	6.2	3.5	-18.5	-7.1	-4.3	6.4	-6.5	5.2
CSCC[C@@H](C(=O)NCc1cccs1)N1Cc2ccccc2C1=O	3.2	-9.0	5.9	15.1	-16.5	5.9	-6.0	-4.7	-30.0
Cc1[nH]c2ccccc2c1NC(=O)CN1CCN(c2cccc(C(F)(F)F)c2)CC1	4.0	-9.2	8.3	-0.3	28.1	-11.6	-6.6	-10.2	6.0
N#C/C(=C\c1ccc(N2CCCC2)c([N+](=O)[O-])c1)c1nc2ccccc2[nH]1	-4.9	x	x	7.0	8.1	-5.0	5.6	x	2.4
COc1ccc(OC(=O)c2cc(S(=O)(=O)N3CCCC3)ccc2Cl)cc1	-24.4	3.4	6.2	-3.5	-7.4	-1.3	24.8	-14.0[fluorescence artefact?]	0.0
O=C(c1ccccc1)N1CCC(O)(c2cccnc2)CC1	4.4	4.1	0.3	6.0	20.9	3.4	-2.2	-4.7	-13.7
CCOC(=O)C(NC(=O)c1ccc(Cl)cc1Cl)(Nc1ccc(C)cc1)C(F)(F)F (stereo unspecified)	7.3	x	x	-20.3	-2.5	-7.5	-8.6	x	0.3
COC(=O)C(NC(C)=O)(Nc1ccc(Br)cc1)C(=O)OC	2.5	5.1	4.1	10.8	2.9	-33.9	-0.8	-18.6[fluorescence artefact?]	-11.6
CCOC(=O)C1C(=O)C(C(C)=O)C(=O)CC1CC(C)SCC (stereo unspecified)	-1.3	-3.4	2.1	17.5	1.0	5.2	-1.1	-19.0	-39.2
CNC(=O)c1ccsc1NC(=O)c1ccc(Cl)s1	-1.7	-8.7	-0.1	-6.7	4.4	16.9	5.2	-4.0	-15.0
Cn1c(SCC(=O)NC2CC2)nnc1-c1cccc(NC(=O)c2ccccc2F)c1	14.2	-3.0	-0.1	18.2	-8.0	-0.3	-10.2	3.1	-22.4
Cc1cc(C)n(C(=O)CNC(=O)c2ccc3c(c2)OCCO3)n1	5.4	-7.5	6.5	-18.1	5.1	-7.9	-7.7	-6.7	-6.1

Part of the list above, reformatted:
Screens in order – sEH activator	Smad3 FoxH1 inh	Candida biofilm	cytoskel mod	HUVEC tox IL1B	VCAM1 TNFa inh	sEH inhibitor	ERb SRC1 inh	HUVEC tox TNFa
- Cc1ccc(Sc2oc(/C=N/n3cnnc3)cc2Br)cc1
 : -13.5	0.8	6.9	10.8	-2.6	23.5	13.9	-3.0[fluorescence artefact?]	-1.2
- CC[n+]1c(P(=O)([O-])c2ccccc2)[nH]c2ccccc21
 : -7.4	6.2	3.5	-18.5	-7.1	-4.3	6.4	-6.5	5.2
- CSCC[C@@H](C(=O)NCc1cccs1)N1Cc2ccccc2C1=O
 : 3.2	-9.0	5.9	15.1	-16.5	5.9	-6.0	-4.7	-30.0
- Cc1[nH]c2ccccc2c1NC(=O)CN1CCN(c2cccc(C(F)(F)F)c2)CC1
 : 4.0	-9.2	8.3	-0.3	28.1	-11.6	-6.6	-10.2	6.0
- N#C/C(=C\c1ccc(N2CCCC2)c([N+](=O)[O-])c1)c1nc2ccccc2[nH]1
 : -4.9	x	x	7.0	8.1	-5.0	5.6	x	2.4

Continued.
SMILES	sEH activator	Smad3 FoxH1 inh	Candida biofilm	cytoskel mod	HUVEC tox IL1B	VCAM1 TNFa inh	sEH inhibitor	ERb SRC1 inh	HUVEC tox TNFa
CC1(C)C(=O)Nc2ccccc2N1C(=O)COc1ncnc2c(Cl)cc(Cl)cc12	11.7	-6.2	10.6	1.0	-12.2	3.3	-11.1	-2.8	4.6
Cc1nn(Cc2ccccc2Cl)c(C)c1NC(=O)C1C2CCC(O2)C1C(=O)O (stereo unspecified)	1.3	-11.4	2.8	-19.0	-29.8	7.7	0.0	-4.9	-10.8
O=C(COc1ncnc2ccccc12)NCCCN1CCCC1=O	1.8	-7.6	6.4	27.9	-0.8	-13.0	-0.6	0.7	-9.7
NC(=O)C1(N2CCCCC2)CCN(S(=O)(=O)c2cc(Cl)ccc2Cl)CC1	7.0	3.0	-7.7	13.4	-3.5	-6.0	-8.3	-8.1	-1.8
NNC(=O)C=C1CCN(c2ncc(C(F)(F)F)cc2Cl)CC1	-2.2	x	x	16.4	4.0	17.9	1.2	x	-53.2
COc1ccc(-c2nnnn2-c2ccccc2OC)cc1	x	-13.4	1.8	13.0	-6.3	19.0	x	3.4[fluorescence artefact?]	-22.9
CC(=O)Nc1ccc2c(c1)nc(CCN1CCC(C)CC1)n2C	5.7	5.5	0.4	7.3	1.3	-4.6	-5.1	-9.0	-3.1

These rows are one share of the data, so the mix of outcomes need not match the whole.
